Compound activity: PubChem BioAssay, several laboratories
PfHsp40 yeast – restores yeast growth despite PfHsp40 toxicity; growth rescue, % at 12.5 µM; 340,000 tested, 0.68% active; S. cerevisiae expressing PfHsp40, growth rescue, ATP luminescence; in the data active means growth rescue above about 28%, passing the limit was not always enough; inconclusive means no clear call, values can overlap the other calls;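 further: yeast W303a lacking pdr1 and pdr3 grown in galactose medium; growth measured after three days at 30 °C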
Vc quorum ag – quorum light induction in luxS cqsA deficient V. cholerae; V. cholerae BH1578 lux reporter, luminescence, 6 h; activation, % at 18.7 µM; 350,000 tested, 0.16% active; AID 588436; in the data active means activation mostly above about 9.7%, no sharp cut-off; inconclusive means no clear call, values can overlap the other calls; inactive means mostly below about 3.7%; further: not every result past the cut was called active; inactives centre near 0; reference of the scale not given here
Y pestis TopoI – blocks Yersinia pestis topoisomerase I activity | Y. pestis Topo-I cleavage product accumulation, plate reader | activity, % at 10 µM | 360,000 tested, 0.064% active | AID 504884; in the data active means activity above about 50%, passing the limit was not always enough; inconclusive means no clear call, values can overlap the other calls; further: inactives centre near 2
PrPC surface inh – reduces human prion protein on the cell surface; cell surface PrPC, TR-FRET read-out; inhibition, % at 13.8 µM; 370,000 tested, 0.43% active; in the data active means inhibition above about 24%; further: 0% = median of the test wells and 100% = reference compound wells
Anthrax LF inh2 – blocks Bacillus anthracis lethal factor protease; P15917; multiplex microsphere protease cleavage assay, LF; inhibition, % at 10 µM; 360,000 tested, 0.12% active; AID 588501; further: plate controls were buffer without enzyme for full effect and enzyme alone for no effect
TcdB inh – blocks C. difficile toxin B glycohydrolase activity | P18177 | TcdB glycohydrolase enzymatic assay, plate reader | inhibition, % at 9.99 µM | 350,000 tested, 0.24% active | AID 652162; in the data active means inhibition above about 10%
3CLpro inhibitor – SARS-CoV 3CLpro protease inhibition. recombinant SARS-CoV 3CLpro, quenched FRET peptide cleavage. AID 1706. 290,000 tested, 0.14% active. inhibition, % at 6 µM; in the data active means inhibition above about 12%
BoNT A protease – blocks Botulinum neurotoxin A light chain protease. multiplex microsphere protease substrate cleavage, flow cytometry. inhibition, % at 10 µM. 360,000 tested, 0.17% active; further: plate controls were buffer without enzyme for full effect and enzyme alone for no effect
PriA SSB inh – blocks PriA binding to SSB C-terminal tail. AID 1272365. inhibition, % at 33 µM. 430,000 tested, 0.6% active. AlphaScreen SSBct-PriA binding, biotinylated peptide; in the data active means inhibition mostly above about 37%, no sharp cut-off; inactive means mostly below about 20%;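 further: plate controls were negative control peptide for no effect and reference peptide for full effect; strong numbers were not always called active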
Numbers without * were called inactive; i = inactive; u = inconclusive; x = not tested or not shown. Unless noted, no stated cut-off is given here; in the data, active means inhibition above about 30%; inconclusive means no clear call, values can overlap the other calls; inactive means below that. The list is partial. The share of hits here may be higher or lower than overall.

Values run as follows: PfHsp40 yeast	Vc quorum ag	Y pestis TopoI	PrPC surface inh	Anthrax LF inh2	TcdB inh	3CLpro inhibitor	BoNT A protease	PriA SSB inh
> Cc1ccc(S(=O)(=O)N(C)C)cc1NC(=O)CSc1ncn[nH]1
  -0.5	-0.7	-4	1	0	1.3	-2	0.9	-5
> Cn1c(=O)n(CC(=O)Nc2ccccc2)c2ccccc21
  0.5	x	-2	2	-3	x	4	1.1	-1
> CC(C)(C)c1ccc(C(=O)NCCN2CCCC2)cc1
  -0.3	-2.7	2	-1	-1	-0.6	-2	-0.2	-11
> CCN(CC(=O)Nc1ccccc1OC)C(=O)CC1CCCC1
  -0.2	-1.6	6	5	1	0.8	x	0.5	-14
> C=CCn1c(=O)c(C(=O)Nc2ccccc2O)c(O)c2ccccc21
  -1.1	i	-12	2	-3	x	5	-0.6	-10
> COC(=O)c1ccc(OCC(=O)c2ccccc2OC)cc1
  0.8	i	3	0	-7	0.8	1	u	-12
> O=S(=O)([N-]c1nc2ccccc2nc1-n1cc[n+](Cc2ccccc2)c1)c1ccc(Br)cc1
  x	-0.9	-8	10	-3	1.5	4	2.2	2
> COc1cc(OC)c(OC)cc1/C=N/Nc1nc2ccccc2[nH]1
  1.1	-0.3	0	-2	-15	0.7	-8	-0.9	i
> CC(=O)N1CCN(C(=O)c2ccc3c(c2)OCCO3)CC1
  -0.1	i	4	-1	-1	1.6	-4	-0.4	1
> COc1cc(/C=C(\C#N)c2ccccn2)ccc1OCc1ccccc1Cl
  -0.6	-0.2	0	3	-2	0.6	-1	0.0	-21
> COCCn1c(=O)c2c(nc3n2CC(C)CN3CCc2ccccc2)n(C)c1=O (stereo unspecified)
  1.4	-5.6	17	-5	-3	-1.9	-8	-0.4	4
> CCOC(=O)C1=C(C)NC2=C(C(=O)CC(c3ccc(OC)c(OC)c3)C2)C1c1ccc(C)o1 (stereo unspecified)
  -0.5	3.3	-3	-4	-5	x	2	-0.8	11
> COc1cc(CNc2ccc(N3CCCC3)cc2)ccc1OCc1ccccc1
  -0.4	-0.4	-16	4	-12	-0.7	3	-1.3	66
> CC(C)c1ccc(NC(=O)Cn2nnc(C(=O)NCc3ccco3)c2N)cc1
  -0.1	i	-5	6	1	0.8	-2	0.4	-3
> Cc1cc(C(=O)NN)c2cc(Br)ccc2n1
  1.0	-6.7	0	12	-6	-1.0	5	-0.4	0
> Cc1ccc(Nc2nnc(SCC(=O)N(C)C3CCS(=O)(=O)C3)s2)cc1 (stereo unspecified)
  -0.6	-0.2	0	-3	6	1.2	4	1.0	-7
> CC1=CS(=O)(=O)CC1Sc1nc2ccccc2[nH]1 (stereo unspecified)
  -1.7	-0.4	2	-4	-2	x	3	-0.8	x
> Cc1ccc([N+](=O)[O-])cc1N/C=C1\CCc2ccccc2C1=O
  1.5	i	2	-1	7	x	7	3.7	x
> COc1ccc(CCNC(=O)CSc2ccc(Br)cc2)cc1OC
  -0.6	i	6	0	0	-2.0	-5	-0.1	-12
> Cc1ccc(/C=N/NC(=O)C(O)c2ccccc2)o1 (stereo unspecified)
  -1.8	-0.4	-8	-5	6	0.4	5	-0.7	i
> COC(=O)c1ccc(C(=O)N2CCCC(C)(C(=O)NS(=O)(=O)C3CC3)C2)cc1 (stereo unspecified)
  x	-1.2	5	-1	-2	0.6	x	0.2	x
> COc1ccc(OC)c(NC(=O)C2CCN(S(C)(=O)=O)CC2)c1
  -1.5	i	3	9	-4	0.0	-3	-0.1	1
> COc1ccccc1CNC(=O)CCNS(=O)(=O)c1cc(Br)cnc1N
  -0.1	-3.1	6	-5	0	-4.9	-3	0.5	0
> Cc1cccc(NC(=O)C2CC(O)CN2C(=O)Oc2ccccc2)c1 (stereo unspecified)
  -0.8	i	-2	-4	20	-0.2	0	-2.0	-5
> COc1ccccc1C1CCN(C(=O)c2ccc(Cl)cc2)CC1
  199*	-5.6	6	1	-2	1.9	2	-1.3	-2
> Nc1nnnn1-c1cccc([N+](=O)[O-])c1
  -0.4	i	3	-13	-4	1.5	x	-0.3	-11
> COc1ccc2[nH]c3c(c2c1)CCN[C@H]3C
  -1.5	i	0	3	-29	-0.8	-1	17	20
> CCC(C)NC(=S)Nc1ccc2nc(N3CCN(CC)CC3)cc(C)c2c1 (stereo unspecified)
  -1.1	0.3	1	-3	-2	2.0	7	0.2	13
> Cc1cc(N2CCCC2=O)ccc1S(=O)(=O)NC1CCCCC1
  -0.7	i	-5	9	-12	1.0	-2	1.4	-12
> N#Cc1ccc(S(=O)(=O)N2CCCCC2c2cc(C(=O)Nc3cccc4c3CCCC4)no2)cc1 (stereo unspecified)
  x	i	18	-3	-2	2.2	x	0.2	x

Limited to PriA SSB inh, Anthrax LF inh2 and 3CLpro inhibitor, for some of the entries so far:
| SMILES | PriA SSB inh | Anthrax LF inh2 | 3CLpro inhibitor |
| --- | --- | --- | --- |
| CCC(C)NC(=S)Nc1ccc2nc(N3CCN(CC)CC3)cc(C)c2c1 (stereo unspecified) | 13 | -2 | 7 |
| C=CCn1c(=O)c(C(=O)Nc2ccccc2O)c(O)c2ccccc21 | -10 | -3 | 5 |
| Cc1cccc(NC(=O)C2CC(O)CN2C(=O)Oc2ccccc2)c1 (stereo unspecified) | -5 | 20 | 0 |
| COc1cc(OC)c(OC)cc1/C=N/Nc1nc2ccccc2[nH]1 | i | -15 | -8 |

Compound profiles, from the list above. Screens in order: PfHsp40 yeast, Vc quorum ag, Y pestis TopoI, PrPC surface inh, Anthrax LF inh2, TcdB inh, 3CLpro inhibitor, BoNT A protease, PriA SSB inh
Nc1nnnn1-c1cccc([N+](=O)[O-])c1 is listed with -0.4, i, 3, -13, -4, 1.5, x, -0.3, -11
CCC(C)NC(=S)Nc1ccc2nc(N3CCN(CC)CC3)cc(C)c2c1 (stereo unspecified) is listed with -1.1, 0.3, 1, -3, -2, 2.0, 7, 0.2, 13
COc1ccccc1CNC(=O)CCNS(=O)(=O)c1cc(Br)cnc1N is listed with -0.1, -3.1, 6, -5, 0, -4.9, -3, 0.5, 0
COC(=O)c1ccc(OCC(=O)c2ccccc2OC)cc1 is listed with 0.8, i, 3, 0, -7, 0.8, 1, u, -12
Cc1ccc([N+](=O)[O-])cc1N/C=C1\CCc2ccccc2C1=O is listed with 1.5, i, 2, -1, 7, x, 7, 3.7, x

Further structures follow:
Values run as follows: PfHsp40 yeast	Vc quorum ag	Y pestis TopoI	PrPC surface inh	Anthrax LF inh2	TcdB inh	3CLpro inhibitor	BoNT A protease	PriA SSB inh
> COc1ccc(NC(=O)CCC2CCCCC2)cc1S(=O)(=O)N1CCCCC1
  4.4	-0.4	38	5	-1	1.2	2	0.0	-10
> COc1ccc(NS(=O)(=O)c2cccc(C(=O)N/N=C/c3c(F)c(F)c(F)c(F)c3F)c2)cc1
  0.7	-0.6	-15	-10	-8	6.2	x	-1.6	x
> COc1ccc(C(=O)C[n+]2cc(Br)cc3ccccc32)cc1[N+](=O)[O-]
  -0.4	-1.2	-9	27*	22	-0.6	-4	116*	7
> COCCNC(=O)Cc1c(C)c2cc3c(cc2oc1=O)OC(C)(C)CC3
  0.6	-0.8	5	-1	-6	2.8	2	-0.9	8
> CCOc1ccc(C(=O)CCN2CCCCC2)cc1
  -0.4	i	-6	-7	1	x	-1	0.0	-11
> COc1ccc(CCC(=O)N/N=C/c2ccc3c(c2)OCO3)cc1
  -1.1	-0.6	2	6	2	-0.6	x	u	x
> Cc1ccc(-c2nc(C(=O)O)cs2)cc1
  -1.2	i	2	1	-5	2.4	0	-0.5	-3
> CN(C)S(=O)(=O)c1ccc(-c2csnn2)s1
  -0.4	0.5	3	7	-7	x	-9	-2.1	-24
> COCCN1CCC(CNCc2cn(-c3cc(C)ccc3C)nc2-c2ccccc2)C1 (stereo unspecified)
  -0.2	-0.2	-9	2	-3	-1.3	-2	-1.2	23
> CSc1nc(C)c2c(n1)N(c1ccc(F)cc1)CC2
  -0.5	-1.1	1	1	4	x	5	0.2	-1
> O=C(NCCS(=O)(=O)c1ccc(Br)cc1)c1ccc(Cl)cc1
  1.9	-0.7	5	-4	3	1.5	-1	-9.0	2
> CN1CCC(N(C)S(=O)(=O)c2ccc(NC(=O)COc3ccc(F)cc3)cc2)CC1
  -0.3	5.9	-13	-10	-2	-0.6	x	-6.2	-1
> Cc1ccsc1CN(C)C(=O)C(NC(=O)c1cccc(S(=O)(=O)N2CCOCC2)c1)C(C)C (stereo unspecified)
  1.6	i	18	13	-1	0.8	x	2.0	-6
> CCNC(=O)C1(C)CCCN1C(=O)c1cnc2ccccc2n1 (stereo unspecified)
  x	-0.7	-5	-14	1	1.4	x	-0.2	x
> CCc1ccc(CNCCc2ccccc2F)cc1
  -0.3	0.0	4	-8	-2	2.3	0	0.1	-1
> COc1ccc(NC(=O)CSc2nnc(NC(=O)c3ccccc3C(=O)O)s2)cc1
  -0.2	i	2	0	-3	0.5	0	-1.1	3
> COc1ccc(N2CCN(C(=S)NC(=O)c3cccs3)CC2)c([N+](=O)[O-])c1
  -0.6	-0.2	-13	-12	-9	-0.6	5	-0.4	16
> COc1ccc(/C=C/C(=O)Nc2ccc(C(N)=O)cc2)cc1OC
  x	i	-3	-2	-2	-0.5	-3	0.4	-8
> Cc1cc(C(=O)COc2cccc3cccnc23)c(C)n1C
  -1.8	-2.1	7	-10	-10	x	-38	0.5	17
> COc1ccc(OC)c(NC(=O)CCN2CCN(c3ccccc3)CC2)c1
  -0.6	i	11	4	-8	x	5	-0.5	19
> CCOc1ccccc1N1C(=O)CN(Cc2ccc(OC)c(OC)c2)C1=S
  0.1	i	-4	4	-11	0.6	3	-5.6	-13
